Rab2A wt mod – changes GTP binding to wildtype dog Rab2A, up or down | P61105 | GST-Rab2 wt beads, Bodipy-GTP binding, flow cytometry | GTP binding activity, % at 10 µM | 190,000 tested, 0.19% active | AID 760;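 active means GTP binding activity at least 20 points away from 100%, either lowered or raised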;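 further: 0% = beads with excess unlabeled GTP and 100% = no-compound control corrected for plate trend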
HRas wt GTP bind – modulators of GTP binding to human HRas wildtype; P01112; GTP binding activity, % at 10 µM; GST-Ras wt beads, Bodipy-FL-GTP binding, flow cytometry; actives lie on both sides; 190,000 tested, 0.14% active;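 active means GTP binding activity at least 20% away from the 100% baseline, either lowered as inhibitor or raised as activator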;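 further: 0% = unlabeled GTP competition control and 100% = no-compound control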
Target sequence (P01112 whole entry, looked up): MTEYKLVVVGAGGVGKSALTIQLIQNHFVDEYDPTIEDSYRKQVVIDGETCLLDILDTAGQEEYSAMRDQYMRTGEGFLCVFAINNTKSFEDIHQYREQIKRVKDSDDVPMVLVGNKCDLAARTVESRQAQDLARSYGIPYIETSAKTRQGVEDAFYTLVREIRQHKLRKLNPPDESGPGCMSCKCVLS
Bcl-2 Bim block – inhibitors of Bim-Bcl-2 interaction, human; 190,000 tested, 0.06% active; Bead-based flow cytometry, Bim peptide-Bcl-2 binding; AID 950; inhibition, % at 10 µM; in the data active means inhibition above about 40%;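 further: 0% = no compound wells with probe peptide and 100% = reference peptide inhibitor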
Target sequence (P10415 whole entry, looked up): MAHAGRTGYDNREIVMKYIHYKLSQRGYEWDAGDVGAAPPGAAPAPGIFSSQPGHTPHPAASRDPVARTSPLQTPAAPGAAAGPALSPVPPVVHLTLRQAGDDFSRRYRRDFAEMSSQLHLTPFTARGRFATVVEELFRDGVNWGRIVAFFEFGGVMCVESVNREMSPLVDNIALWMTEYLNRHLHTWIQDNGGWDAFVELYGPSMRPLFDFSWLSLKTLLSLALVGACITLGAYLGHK
Rac1 mut GTP – human Rac1 activated mutant GTP binding change | 190,000 tested, 0.11% active | P63000 | GST-Rac1 activated beads, fluorescent GTP binding, flow cytometry; actives lie on both sides; 100% means binding = to untreated wells | percent activity (GTP binding), % at 10 µM;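 active means GTP binding at least 20 percentage points away from the 100% baseline, in either direction, so actives lie on both sides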
Bim-Bcl-XL – inhibitors of Bim-Bcl-XL interaction, human; Q07817; Bim peptide-Bcl-XL binding, bead flow cytometry, fluorescence; inhibition, % at 10 µM; 190,000 tested, 0.04% active; AID 1007
Bim-Bfl-1 – disrupts Bim binding to human Bfl-1. Q16548. Bead-based flow cytometry, Bim-Bfl-1 binding inhibition. inhibition, % at 10 µM. 190,000 tested, 0.12% active. AID 1008;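 further: 0% = wells without compound plus tracer and 100% = blocker peptide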
Rac1 wt modul – modulators of human Rac1 wildtype GTP binding; GST-Rac1 beads, fluorescent GTP binding, flow cytometry; actives lie on both sides; 0 = cold GTP competed, 100 = untreated; 190,000 tested, 0.27% active; AID 757; GTP binding activity (% of control), % at 10 µM;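 active means GTP binding activity at least 20 points away from the 100% control level, either lower or higher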
Bcl-W Bim block – inhibitors of Bim-Bcl-W interaction, human; Q92843; inhibition, % at 10 µM; AID 952; 190,000 tested, 0.02% active; bead-based flow cytometry, Bim peptide-Bcl-W binding;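 further: 0% = bound tracer without compound and 100% = peptide blocker; higher means less fluorescent Bim peptide bound to Bcl-W beads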
Target sequence (Q92843 whole entry, looked up): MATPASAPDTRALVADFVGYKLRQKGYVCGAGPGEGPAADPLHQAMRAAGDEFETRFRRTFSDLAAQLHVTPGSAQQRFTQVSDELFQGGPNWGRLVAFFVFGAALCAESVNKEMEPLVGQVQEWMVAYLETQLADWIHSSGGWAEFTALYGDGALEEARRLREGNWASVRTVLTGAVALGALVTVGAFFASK
Cdc42 wt – changes GTP binding to wildtype human Cdc42; 190,000 tested, 0.2% active; percent activity (GTP binding), % at 10 µM; GST-Cdc42 beads, Bodipy-GTP binding, flow cytometry; actives lie on both sides;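 active means percent activity GTP binding at least 20 points away from the 100% baseline, either down as inhibitor or up as activator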;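 further: median bead fluorescence of bound Bodipy-FL-GTP at 100 nM; 0% = excess unlabeled GTP control and 100% = no compound control; below 100% means less GTP binding so inhibitor and above means activator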
Target sequence (P60953 whole entry, looked up): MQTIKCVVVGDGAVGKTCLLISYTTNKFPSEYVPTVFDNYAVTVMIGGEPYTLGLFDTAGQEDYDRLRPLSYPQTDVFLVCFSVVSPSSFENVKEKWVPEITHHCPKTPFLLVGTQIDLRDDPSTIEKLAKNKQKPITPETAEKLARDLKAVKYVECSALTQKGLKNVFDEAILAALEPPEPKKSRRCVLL
Bim-Bcl-B – disrupts Bim peptide binding to human Bcl-B | Q9HD36 | bead-based flow cytometry | inhibition, % at 10 µM | 190,000 tested, 0.073% active;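 further: 0% = tracer peptide without compound and 100% = reference inhibitor peptide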
Target sequence (Q9HD36 whole entry, looked up): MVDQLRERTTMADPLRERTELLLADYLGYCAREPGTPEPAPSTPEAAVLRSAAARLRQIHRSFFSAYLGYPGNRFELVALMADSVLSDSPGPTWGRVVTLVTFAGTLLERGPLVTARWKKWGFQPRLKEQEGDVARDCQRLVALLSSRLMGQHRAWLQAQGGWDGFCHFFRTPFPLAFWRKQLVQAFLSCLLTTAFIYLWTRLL
Rab7 wt GTP bind – dog Rab7 wildtype GTP binding, inhibitors and activators. GST-Rab7 beads, fluorescent GTP binding, flow cytometry; actives lie on both sides; untreated = 100%, excess cold GTP = 0%. GTP binding activity (percent of control), % at 10 µM. 190,000 tested, 0.055% active. AID 758;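 active means fluorescent GTP binding to Rab7 beads changed by at least 20 points from the 100% baseline, either direction, mostly lower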;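 further: median green fluorescence of bound Bodipy-FL-GTP per Rab7 bead population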
Numbers without * were called inactive; / = no result given. Unless noted, no stated cut-off is given here; in the data, active means inhibition above about 40%. Rows are unselected. About 0.62% of those tested had a hit in this group.

The first 17 entries, ahead of the listing:
SMILES	Rab2A wt mod	HRas wt GTP bind	Bcl-2 Bim block	Rac1 mut GTP	Bim-Bcl-XL	Bim-Bfl-1	Rac1 wt modul	Bcl-W Bim block	Cdc42 wt	Bim-Bcl-B	Rab7 wt GTP bind
O=C(NC1CCCC1)C1CCCN(S(=O)(=O)c2cnc[nH]2)C1 (stereo not given)	103	101	-3	100	0	-7	106	3	103	0	103
O=C1CC(c2ccc(Br)cc2)NC(c2ccc(Br)cc2)C1c1ccccc1 (stereo not given)	101	100	-6	101	-10	-16	103	-7	100	-8	100
CCOc1ccc(CN(C)CC(=O)Nc2ccc([N+](=O)[O-])cc2Cl)cc1	99	99	-8	97	-10	-21	99	-6	99	-14	98
CCc1nnc(NC(=O)CN2CCN(C(=O)c3ccccc3)CC2)s1	101	102	-3	97	0	-3	99	-3	101	-2	108
COC(=O)c1c(-c2cccnc2)csc1NC(=O)c1cc(C)on1	104	103	-4	100	-8	-3	101	0	102	-13	105
Cc1cc(NC(=O)CSc2ccc(-c3nc4cc(C)c(C)cc4[nH]3)cn2)no1	95	98	-1	96	-5	0	96	-5	96	-4	97
CN(C)CC(O)CN1C(=O)N(CN2C(=O)N(CC(O)CN(C)C)C(=O)C2(C)C)C(C)(C)C1=O (stereo not given)	98	95	0	96	-3	-5	96	-2	96	-3	96
COc1cc(SC)ccc1C(=O)OCC(=O)NC1CCCC1	101	102	-1	100	-1	0	100	0	99	-1	104
COc1ccc(CNC(=O)Nc2cccc3ccccc23)cc1	99	101	-5	100	11	-8	111	4	105	-5	98
O=C(Cc1noc2ccccc12)Nc1ccc2ccccc2c1	100	102	/	101	-16	-2	102	-1	101	-2	104
COc1ccccc1CN=c1c([N+](=O)[O-])nn(-c2ccc3c(c2)OCCO3)n1O	102	103	-2	99	-6	-1	102	-3	100	-7	102
Cc1ccc(/C=C/C(=O)NC2=NCCS2)cc1	98	98	-4	99	-5	-2	102	-2	100	-7	97
COC(=O)CSc1nnc(-c2cccs2)n1-c1ccc(Cl)cc1	100	101	-7	98	-5	-10	104	-3	102	-10	101
O=C(O)c1cccc(S(=O)(=O)N2CCN(C(c3ccccc3)c3ccccc3)CC2)c1	94	93	-5	94	-4	-6	98	-2	95	-2	93
CCc1c(C)[nH]c(C(=O)OCc2ccccc2)c1C	92	91	-7	94	-6	-5	94	-3	95	-2	90
CCC(C(=O)Nc1cc(C(=O)Nc2cc(C)ccn2)ccc1Cl)c1ccccc1 (stereo not given)	97	98	-2	99	-2	-2	97	0	96	-5	96
COc1ccc(-c2nc(NC(=O)c3ccccc3)sc2-c2ccc([N+](=O)[O-])cc2)cc1	96	96	-1	96	2	-1	98	1	96	-8	95

All compounds of this part, previewed entries included:
SMILES	Rab2A wt mod	HRas wt GTP bind	Bcl-2 Bim block	Rac1 mut GTP	Bim-Bcl-XL	Bim-Bfl-1	Rac1 wt modul	Bcl-W Bim block	Cdc42 wt	Bim-Bcl-B	Rab7 wt GTP bind
O=C(NC1CCCC1)C1CCCN(S(=O)(=O)c2cnc[nH]2)C1 (stereo not given)	103	101	-3	100	0	-7	106	3	103	0	103
O=C1CC(c2ccc(Br)cc2)NC(c2ccc(Br)cc2)C1c1ccccc1 (stereo not given)	101	100	-6	101	-10	-16	103	-7	100	-8	100
CCOc1ccc(CN(C)CC(=O)Nc2ccc([N+](=O)[O-])cc2Cl)cc1	99	99	-8	97	-10	-21	99	-6	99	-14	98
CCc1nnc(NC(=O)CN2CCN(C(=O)c3ccccc3)CC2)s1	101	102	-3	97	0	-3	99	-3	101	-2	108
COC(=O)c1c(-c2cccnc2)csc1NC(=O)c1cc(C)on1	104	103	-4	100	-8	-3	101	0	102	-13	105
Cc1cc(NC(=O)CSc2ccc(-c3nc4cc(C)c(C)cc4[nH]3)cn2)no1	95	98	-1	96	-5	0	96	-5	96	-4	97
CN(C)CC(O)CN1C(=O)N(CN2C(=O)N(CC(O)CN(C)C)C(=O)C2(C)C)C(C)(C)C1=O (stereo not given)	98	95	0	96	-3	-5	96	-2	96	-3	96
COc1cc(SC)ccc1C(=O)OCC(=O)NC1CCCC1	101	102	-1	100	-1	0	100	0	99	-1	104
COc1ccc(CNC(=O)Nc2cccc3ccccc23)cc1	99	101	-5	100	11	-8	111	4	105	-5	98
O=C(Cc1noc2ccccc12)Nc1ccc2ccccc2c1	100	102	/	101	-16	-2	102	-1	101	-2	104
COc1ccccc1CN=c1c([N+](=O)[O-])nn(-c2ccc3c(c2)OCCO3)n1O	102	103	-2	99	-6	-1	102	-3	100	-7	102
Cc1ccc(/C=C/C(=O)NC2=NCCS2)cc1	98	98	-4	99	-5	-2	102	-2	100	-7	97
COC(=O)CSc1nnc(-c2cccs2)n1-c1ccc(Cl)cc1	100	101	-7	98	-5	-10	104	-3	102	-10	101
O=C(O)c1cccc(S(=O)(=O)N2CCN(C(c3ccccc3)c3ccccc3)CC2)c1	94	93	-5	94	-4	-6	98	-2	95	-2	93
CCc1c(C)[nH]c(C(=O)OCc2ccccc2)c1C	92	91	-7	94	-6	-5	94	-3	95	-2	90
CCC(C(=O)Nc1cc(C(=O)Nc2cc(C)ccn2)ccc1Cl)c1ccccc1 (stereo not given)	97	98	-2	99	-2	-2	97	0	96	-5	96
COc1ccc(-c2nc(NC(=O)c3ccccc3)sc2-c2ccc([N+](=O)[O-])cc2)cc1	96	96	-1	96	2	-1	98	1	96	-8	95
CC1(C)CC(=O)C(C=Nc2ccc(NC3=C(C#N)C(=O)CC(C)(C)C3)cc2)=C(O)C1	95	97	0	96	1	-2	101	5	99	0	93
COc1ccc(NS(=O)(=O)c2cc(C(=O)N3CCN(C(C)=O)CC3)ccc2Cl)cc1	95	97	0	95	-3	0	98	1	98	-2	100
[O-]/C(=C(\C(=S)Nc1ccc(Cl)cc1)[n+]1ccccc1)c1ccc(OC(F)F)cc1	94	96	-2	93	-5	8	96	0	97	-26	94
CSCCC1C(=O)OC2(C)CC(C)(C)NC(=S)N12 (stereo not given)	97	98	10	99	-1	2	105	1	99	3	99
CC1CCCCC1NC(=O)COC(=O)CNC(=O)c1cccc(F)c1 (stereo not given)	94	92	0	90	-3	3	92	-1	91	0	98
O=C(O)CCCn1cc(NC(=O)c2cc(F)c(F)cc2Cl)cn1	101	95	0	96	-1	-3	98	1	99	-2	96
CCOC(=O)C1(CC)NC(c2ccco2)C2C(=O)N(c3ccc(C)cc3)C(=O)C21 (stereo not given)	99	98	-12	99	-4	-14	98	-1	99	-4	99
Cn1c(=O)c(C(=O)COC(=O)c2cc(-c3ccco3)nc3ccccc23)c(N)n(Cc2ccccc2)c1=O	98	100	12	98	2	31	103	8	103	0	101
SMILES	Rab2A wt mod	HRas wt GTP bind	Bcl-2 Bim block	Rac1 mut GTP	Bim-Bcl-XL	Bim-Bfl-1	Rac1 wt modul	Bcl-W Bim block	Cdc42 wt	Bim-Bcl-B	Rab7 wt GTP bind
CCc1ccc(CNC(=O)Cn2nc(-c3ccccc3)ccc2=O)cc1	95	93	-3	92	0	-2	96	-2	97	1	93
CCOC(=O)C1=C(C)NC2=C(C(=O)CC(c3ccc(OC)c(OC)c3)C2)C1c1ccc(C)o1 (stereo not given)	103	100	-1	96	1	1	101	2	100	-2	99
Cc1nc2ncnn2c(N2CCN(C(c3ccccc3)c3ccccc3)CC2)c1C	93	94	-3	91	1	0	92	-1	92	-3	94
O=C(NC(Cc1ccccc1)C(=O)O)C1CCCCC1 (stereo not given)	97	97	-7	96	-7	-2	101	-4	102	-9	101
COC(=O)c1sccc1-c1ccc(C(=O)Nc2ccccc2)o1	97	99	0	98	1	0	101	0	103	-1	97
Cc1c(NC(=O)c2cc(-n3cnnc3)ccc2Cl)cccc1-c1nc2ccccc2s1	98	98	15	97	9	6	96	9	97	6	98
O=C(COc1cc(O)c2c(=O)cc(-c3ccccc3)oc2c1)c1ccccc1	94	97	0	97	-2	0	96	-2	96	-4	93
COc1ccc(CN2C(=O)NC3(CCOc4ccccc43)C2=O)cc1F (stereo not given)	99	99	-5	96	-6	-4	101	-2	99	-10	97
Cc1cc(C2=NNC(=NCc3ccccc3)SC2)c(C)n1-c1c(C)n(C)n(-c2ccccc2)c1=O	95	96	-1	99	-7	-1	99	-6	102	-5	101
Cc1ccc(S(=O)(=O)N2CCN(Cc3cccc(C)c3O)CC2)cc1	101	100	-15	102	-10	-23	108	-5	103	-11	99
CC(C)OC(=O)NC(c1ccccc1)C(Cl)(Cl)Cl (stereo not given)	101	100	-3	99	-7	-5	105	-4	104	-5	101
CCc1ccccc1NC(=S)NC1CC2CCCC(C1)N2Cc1cccs1 (stereo not given)	95	97	-8	96	5	-9	95	0	98	-8	97
Cc1ccc(S(=O)(=O)NC(C)C(c2cccs2)N2CCN(C)CC2)cc1 (stereo not given)	98	100	-5	100	-7	-4	104	-8	104	-13	97
COc1ccc(C(=O)Nc2ccccc2-c2ccccc2)cc1Cl	98	99	0	96	-1	1	104	-1	98	-4	97
C=CCNC(=S)NN(c1ccccc1)c1ccccc1	102	99	-6	92	-9	-7	100	-3	96	-7	107
COCc1c(C(=O)OC)nnn1-c1ccc(C(F)(F)F)cc1[N+](=O)[O-]	100	100	5	100	1	4	101	1	99	0	103
O=C(Nc1cccc(Oc2ccc3c(c2)C(=O)NC3=O)c1)c1ccco1	100	101	3	98	-2	0	102	2	101	1	104
O=C(CSc1nnc2ccccn12)c1ccc(Cl)cc1	100	103	-2	95	0	-4	102	4	95	0	107
Cc1ccc(NC(=O)CS(=O)CC(=O)NCCCN(C)c2ccccc2)cc1 (stereo not given)	103	99	-1	99	-6	3	103	-6	105	-5	98
O=C(Cc1cccs1)N1CCN(S(=O)(=O)c2ccc(F)cc2)CC1	100	100	1	95	-2	-5	104	-2	99	-5	98
CCN(CC)C(=O)Cn1cc(SCC(=O)Nc2cc(C)on2)c2ccccc21	99	99	-5	98	-5	-8	100	-3	99	-6	106
Cc1ccc(NC2=CC(=O)OC(C)C2)cc1 (stereo not given)	100	103	-7	98	-4	-10	105	6	101	-6	99
COc1ccccc1N1CCN(C(=O)CSc2ncnc3scc(-c4ccccc4)c23)CC1	96	97	-7	98	-11	-10	101	-5	100	-12	101
Cc1ccc(NC(=O)C2CCCN(S(=O)(=O)c3ccc4c(c3)oc(=O)n4C)C2)nc1 (stereo not given)	93	94	-11	97	-10	-13	97	-4	96	-5	93
CC(=O)c1cccc(N=C2NC(=O)C(CO)(CO)S2)c1	102	102	-4	101	-2	-11	103	3	103	-6	100
CCCOc1ccc(CCN2CCC(=O)NC2=O)cc1C	99	102	-6	101	-5	-8	104	-2	103	-3	102
CCC(C)C1NC(=S)N(C2CCCCC2)C1=O (stereo not given)	101	103	0	102	-2	-9	104	0	103	-3	99
COc1ccc2cnn(CCOc3cc(C)ccc3C(C)C)c(=O)c2c1OC	100	101	-5	99	-6	4	104	-4	103	-6	99

One compound at a time (already shown). Values in the order: Rab2A wt mod	HRas wt GTP bind	Bcl-2 Bim block	Rac1 mut GTP	Bim-Bcl-XL	Bim-Bfl-1	Rac1 wt modul	Bcl-W Bim block	Cdc42 wt	Bim-Bcl-B	Rab7 wt GTP bind
`CC(=O)c1cccc(N=C2NC(=O)C(CO)(CO)S2)c1` is listed with 102	102	-4	101	-2	-11	103	3	103	-6	100
`O=C(CSc1nnc2ccccn12)c1ccc(Cl)cc1` is listed with 100	103	-2	95	0	-4	102	4	95	0	107

Assay outcomes as filed in PubChem BioAssay.
